# EWS-Fli inh = EWS/Fli transcriptional activity inhibition. A673 NR0B1-luciferase reporter, viability-normalised. inhibition, % at 12.6 µM. 350,000 tested, 0.67% active;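 active = mean inhibition of at least 50% after viability correction, with every replicate also passing that limit; inconclusive = mean reaches 50% but only one of two replicates passes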;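 also: firefly luciferase signal divided by Alamar Blue viability fluorescence both relative to DMSO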
# S100A4 inh HTS = inhibitors of human S100A4 binding to myosin IIA peptide; P26447; S100A4/TAMRA-MyoIIA peptide fluorescence polarization; inhibition, % at 10.7 µM; 360,000 tested, 0.14% active; AID 652163;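 active = mean inhibition of at least 70% across replicates, with every replicate also reaching that level; inconclusive = mean inhibition reaches 70% but some replicates fall short; inactive = mean inhibition below 70%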
# Target sequence (P26447 whole entry, looked up): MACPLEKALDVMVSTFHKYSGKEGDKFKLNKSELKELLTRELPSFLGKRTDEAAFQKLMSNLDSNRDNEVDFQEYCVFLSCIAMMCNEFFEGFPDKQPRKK
#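 Material: S100A4 monomer (human). Medium: Calcium-containing HEPES buffer, pH 7.2. Probe or stimulus: labelled myosin peptide probe, 5 nM. Compound dosing: one concentration per compound. Timing: polarization read 5 min after assay mix addition, stable 5–60 min. Benchmarks: DMSO as neutral control, TFP as positive control.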
# RAD54 branch = blocks human RAD54 Holliday junction branch migration | Q92698 | FAM/BHQ fluorescence | inhibition, % at 10.4 µM | 360,000 tested, 0.14% active | AID 602329;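 active = mean normalized replicate activity at least 40 and at least half of replicates scoring 40 or more; inconclusive = only one of the two criteria met; inactive = mean below 40 and under half of replicates reaching 40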;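 also: 0% = median of neutral control wells and 100% = median of positive control wells; inhibitors cause a drop in the FAM fluorescence signal; in these data hits start at about 50%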
# Target sequence (Q92698 whole entry, looked up): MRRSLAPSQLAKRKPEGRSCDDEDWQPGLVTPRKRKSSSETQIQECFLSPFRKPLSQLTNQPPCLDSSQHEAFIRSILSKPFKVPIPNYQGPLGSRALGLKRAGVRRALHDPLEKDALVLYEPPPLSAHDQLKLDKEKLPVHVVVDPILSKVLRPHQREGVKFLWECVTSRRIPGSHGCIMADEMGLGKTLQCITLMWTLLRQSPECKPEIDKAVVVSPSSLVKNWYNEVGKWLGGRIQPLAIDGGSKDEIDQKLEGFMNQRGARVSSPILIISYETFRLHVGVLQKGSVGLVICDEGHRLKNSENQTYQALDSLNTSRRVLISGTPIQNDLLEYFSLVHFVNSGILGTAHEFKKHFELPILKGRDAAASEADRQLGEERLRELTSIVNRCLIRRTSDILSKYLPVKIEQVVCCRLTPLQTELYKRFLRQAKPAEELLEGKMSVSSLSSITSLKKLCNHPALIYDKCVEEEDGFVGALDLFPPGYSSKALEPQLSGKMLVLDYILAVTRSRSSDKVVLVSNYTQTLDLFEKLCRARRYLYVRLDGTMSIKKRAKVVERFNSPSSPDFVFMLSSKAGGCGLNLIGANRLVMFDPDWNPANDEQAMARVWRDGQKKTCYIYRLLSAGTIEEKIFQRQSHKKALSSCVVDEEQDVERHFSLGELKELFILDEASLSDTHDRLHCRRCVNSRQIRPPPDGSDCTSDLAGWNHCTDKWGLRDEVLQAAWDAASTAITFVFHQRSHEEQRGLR
# RAD52 anneal inh = blocks human RAD52 DNA annealing | inhibition, % at 18.7 µM | 360,000 tested, 0.46% active | P43351 | recombinant RAD52 DNA annealing, FRET fluorescence;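 active = every replicate showing at least 50% inhibition; inconclusive = mean inhibition at least 50% but not in every replicate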
# FN deposit inh = fibronectin deposition inhibition; AH1F fibroblasts, Alexa488-fibronectin deposition fluorescence, overnight; inhibition, % at 12.6 µM; 350,000 tested, 0.086% active; AID 743247;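 active = mean inhibition across replicates of 30% or more, regardless of how many single replicates reach that level; inconclusive = mean under 30% yet at least half of replicates reach 30%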;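 also: positive control wells lacked labelled fibronectin entirely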
#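 Assay system: AH1F fibroblast monolayer, labelled fibronectin deposition. Amount: 10000 cells per well. Also added: labelled fibronectin 24 nM. Compound: single-point pinned compound. Incubation: cell attachment 1 h, compound and FN exposure overnight. Detection: fluorescence after three HBSS washes, excitation 485 nm, emission 525 nm. Read-out: inhibition of fibronectin deposition signal.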
# esBAF inh = blocks esBAF chromatin remodeling in mouse ES cells | Bmi1-luciferase knock-in reporter, 24 h; 100% = twice the neutral-well signal | reporter increase, % at 12.5 µM | 350,000 tested, 2% active; in the data active = activation above about 40%; inconclusive = no clear call, values can overlap the other calls;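 also: 0% = median of the plate's neutral control wells and 100% = double that signal; a rise in the Bmi1 reporter signal indicates esBAF inhibition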
# E-sel inducer = E-selectin induction on HUVECs. P16581. HUVEC E-selectin immunofluorescence imaging; normalized: neutral wells 0, TNF-alpha wells 100. activation, % at 7.58 µM. 260,000 tested, 0.37% active;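 active = mean E-selectin-positive cell signal at least 10% of the positive control, reached in at least 60% of replicates, without over 20% cell loss; inconclusive = no rule given, readout overlaps actives, possibly toxicity-flagged; inactive = the rest, including those meeting only one limit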;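 also: in these data hits start at about 27%; measured in HUVEC primary endothelial cells; signal is the percent of cells scored E-selectin positive by PE staining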
#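 Test system: HUVEC | Signal: Immunofluorescence imaging | Read-out: Percent E-selectin-positive cells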
# XiGFP reactiv = activators of X-chromosome reactivation in mouse fibroblasts. XiGFP mouse fibroblasts, % GFP-positive cells imaging, 3 d; cells co-treated with 5-aza-dC sensitizer; scaled so ellipticine positive control = 100%. activation, % at 7.58 µM. 360,000 tested, 0.055% active. AID 743238;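 active = mean normalized replicate activation at least 10% and every replicate at or above 10%; inconclusive = only one of the two criteria met; inactive = mean below 10% and not all replicates reach 10%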;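 also: 0% = median of on-plate neutral control wells and 100% = ellipticine 6 µM median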
#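 Material: XiGFP fibroblasts, SV40-immortalized. Buffer or medium: DMEM plus 5-aza-dC sensitizer. Compound: single concentration per compound, delivered by pin transfer. Times: 3 days compound exposure. Controls: ellipticine 6 µM.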
# * hit, by the source's call; ? = inconclusive; · = no result given; & = joins results of further samples.
SMILES	EWS-Fli inh	S100A4 inh HTS	RAD54 branch	RAD52 anneal inh	FN deposit inh	esBAF inh	E-sel inducer	XiGFP reactiv
COc1ccc(NC(=O)CSc2nnc(-c3cc(C)[nH]n3)n2N)cc1	-3.6	-2.2	2.6	-4.7	5.3	-5.4	·	0.0
O=C(Nc1ccc(CN2CCOCC2)cc1)c1ccco1	-22.9	-2.8	-1.0	-13.4	5.2	-0.1	·	0.0
COc1ccc(NS(=O)(=O)c2ccc3c(c2)NC(=O)CO3)c(OC)c1	·	0.8	2.2	-1.8	4.9	0.0	0.6	0.0
COc1cccc(-n2c(=O)n(Cc3ccccc3)c(=O)c3[nH]cnc32)c1C	4.0	-0.5	-2.6	-17.4	5.2	·	0.1	1.2
Cc1n[nH]c(=S)n(/N=C/c2cccc([N+](=O)[O-])c2)c1=O	1.7	1.3	·	0.2	0.2	·	-0.6	?
O=C(CN1CCCCCC1)NN(Cc1ccccc1)c1ccccc1	-4.0	-5.0	·	-9.5	2.1	·	·	0.1
Cc1ccc(C(=O)CSc2nnnn2Cc2ccccc2)cc1C	1.5	-4.0	·	-12.4	8.3	-5.8	-0.4	0.0
COc1ccc(Cl)cc1NC(=O)CC1S/C(=N/N=C2CCCCCC2)NC1=O (stereo not given)	11.3	7.9	1.1	-17.6	·	·	-0.7	0.1
CCCN1C[C@@H](C)[C@@H](OC)CN(C)C(=O)c2ccc(NS(C)(=O)=O)cc2OC[C@@H]1C	-2.7	2.0	-7.6	7.7	·	-5.8	0.2	-0.3
C[C@@H]1CN([C@H](C)CO)C(=O)Cc2cc(NC(=O)Nc3ccc(C(F)(F)F)cc3)ccc2O[C@@H]1CN(C)C(=O)Nc1ccccc1	0.3	3.0	-1.6	10.5	·	-2.4	0.2	-1.3
Cc1nc2ncnn2c(C)c1C/C=C/c1ccccc1	1.9	-2.0	·	-15.5	·	·	·	0.0
Cc1cccc(CC(=O)Nc2ccon2)c1	8.2	1.5	5.0	-16.3	1.4	1.2	·	0.1
C[C@H](O)C#Cc1cnc2c(c1)C(=O)N([C@@H](C)CO)C[C@H](C)[C@H](CN(C)Cc1ccc(-c3ccccc3)cc1)O2	12.9	23.1	0.2	4.1	3.1	3.8	2.3	0.1
CN(C)C(=O)C[C@H]1C=C[C@H](NC(=O)NC2CCCCC2)[C@@H](CO)O1	2.9	5.8	1.8	7.8	·	-0.3	-0.3	5.8
C[C@H]1CN([C@@H](C)CO)S(=O)(=O)c2ccc(Br)cc2O[C@@H]1CN(C)C(=O)C1CCOCC1	1.7&-24.3	-0.7&5.7	1.6&-0.3	-2.2&-4.1	-2.5&-14.6	-0.7&3.3	2.0&-0.2	-0.5
C[C@H](CO)N1C[C@H](C)[C@H](CN(C)Cc2ccc(C(F)(F)F)cc2)OCCCC[C@H](C)Oc2ccc(NC(=O)c3ccncc3)cc2C1=O	18.5	-1.0	-3.5	-28.1	17.9	0.6	-0.1	0.1
O=C(c1ccccc1)c1cccs1	-6.7	11.8	·	-3.4	-1.5	·	·	0.3
O=C(OCc1c(-c2ccccc2)ncc2ccccc12)c1ccco1	-20.3	-6.5	-2.5	-56.2	14.2	11.8	0.1	-0.2
Cc1ccc(S(=O)(=O)Nc2ccc3c(c2)C(=O)N([C@H](C)CO)C[C@H](C)[C@H](CN(C)CC2CCCCC2)O3)cc1	0.6	-8.4	2.0	7.0	·	-0.1	0.4	0.1
COc1ccc(C2c3c(c(C)c(C)oc3=O)Oc3c(C)c(C)oc(=O)c32)cc1	-5.7	0.1	-6.7	-22.6	12.9	·	0.4	0.2
COc1ccccc1N(C)S(=O)(=O)c1ccc(C(=O)NCCc2ccc(F)cc2)cc1	8.4	-0.1	-4.9	-6.5	1.8	0.0	0.2	0.1
COc1cc(CNS(=O)(=O)CCl)cc(OC)c1OC	-5.6	1.7	-6.3	-0.3	-8.1	·	0.3	-0.1
Cc1ccc(NC(=O)CSc2n[nH]c(-c3ccccn3)n2)cc1	38.1	-1.1	-7.2	-14.6	4.0	-8.3	-0.1	-0.1
COc1ccc(CNC(=O)C[C@@H]2CC[C@H](NS(=O)(=O)c3cccc(OC)c3)[C@H](CO)O2)cc1	0.2	15.8	-9.4	-1.9	·	5.1	0.1	0.1
O=C(Nc1ccc(N2CCOCC2)c(F)c1)c1cccs1	-27.6	7.8	1.8	-14.5	·	23.2	0.1	-0.1
C=CCn1c(C)cc(C(=O)COC(=O)[C@@H](NC(=O)c2ccccc2Cl)C(C)C)c1C	-17.3	4.4	·	-11.3	0.4	·	0.0	0.1
CCOc1ccc(C(C)=O)cc1COC(=O)c1ccccc1C(=O)N(C)Cc1ccccc1	-1.6	6.1	3.8	0.7	-3.3	5.8	2.7	0.2
CCN(CC)C(=O)c1[nH]cnc1C(=O)N[C@@H](Cc1ccccc1)C(=O)OC(C)(C)C	-5.2	-2.5	-2.4	-4.2	9.3	1.6	·	0.0
CN(Cc1ccc(F)cc1)C(=O)c1cccc(OC2CCN(C3CCCC3)CC2)c1	-0.2	0.1	1.3	-6.1	·	4.5	·	0.3
O=C(NC1CCCC1)N1CCCCN2[C@H](CO)[C@H](c3ccc(/C=C/c4ccccc4)cc3)[C@@H]2C1	5.5	·	3.0	-7.3	·	-4.0	-0.5	0.0
C[C@@H]1CN([C@H](C)CO)C(=O)CCCn2nncc2CO[C@H]1CN(C)Cc1ccc(-c2ccccc2)cc1	3.5&2.1&0.4	-1.2&15.6	2.1	-3.5&8.0	9.2&1.4	-0.6&2.5&3.4	-0.3&0.4	0.2&0.1
Cc1cc(C)n(-c2ccc(C(=O)Nc3cccc(S(=O)(=O)N(C)C)c3)cc2)n1	6.7	14.3	·	-21.5	7.0	·	-0.3	0.0
CCOc1ccc(C(=O)N2CCN(CCc3ccccc3)CC2)cc1OCC	9.6	2.5	0.5	-0.8	4.4	-6.8	·	0.1
O=C(O)C1CC=CCC1C(=O)Nc1ccccc1C(=O)N1CCN(c2ccc(Cl)cc2)CC1 (stereo not given)	-6.6	5.2	·	-8.0	-3.6	·	·	0.0
Cc1ccc(OC(C)C(=O)Nc2ccc(S(=O)(=O)N3CCOCC3)cc2)cc1 (stereo not given)	9.0	-5.4	4.9	-21.8	3.4	-4.7	-0.4	0.0
Cc1ccccc1Oc1cc(NC(=O)Cn2cnc([N+](=O)[O-])c2)cc([N+](=O)[O-])c1	13.0	-4.4	·	-19.3	-7.0	·	-1.7	0.3
COC(=O)c1[nH]c2cc(OC)ccc2c1NC(=O)c1c(F)cccc1F	2.0	2.0	·	-4.2	-12.7	0.4	0.0	0.0
CCOC(=O)N1CCN(C(=O)COc2cccc3c2CCN(Cc2cccc(C)c2)C3=O)CC1	-10.2	8.3	·	-1.3	-1.7	3.7	0.2	-0.1
CC(=O)Nc1ccc(NC(=O)C2CCCN2C(=O)Nc2cccc(F)c2)cc1 (stereo not given)	-14.5	0.3	-7.1	-4.0	-0.2	-1.2	·	0.4
CC(C)(C)C1CCC(OCC(O)CN2CCN(c3ccccn3)CC2)CC1 (stereo not given)	-0.6	-2.1	·	15.2	1.9	·	7.7	0.0
C[C@@H]1CCCCO[C@@H](CN(C)Cc2ccncc2)[C@@H](C)CN([C@H](C)CO)C(=O)c2cc(NC(=O)CCCN(C)C)ccc2O1	-10.4	-0.1	7.3	3.8	·	3.7	0.1	-1.1
OC(CC#CCN1CCOCC1)(c1ccccc1)c1ccccc1	3.3	0.3	-10.4	-2.0	1.0	0.7	·	0.1
C[C@@H]1CN([C@@H](C)CO)C(=O)c2cccc(NC(=O)CCCCCC(=O)Nc3ccccc3N)c2O[C@@H]1CN(C)S(C)(=O)=O	3.3	-2.9	·	-10.9	·	·	·	-1.5
O=C(O)Cn1c(=O)n(Cc2ccccc2)c2ccccc21	-7.1	1.0	-1.7	-16.5	14.6	-4.7	23.2	0.0
COc1ccc(C(=O)NCC(=O)OCc2ccc(F)cc2)cc1	2.2	-1.1	·	-13.5	·	·	·	0.0
O=C1c2cccnc2C(Nc2ccc(F)c(Cl)c2)N1Cc1cccs1 (stereo not given)	0.7	-11.3	-3.4	5.2	3.3	-3.2	·	0.2
O=C(CC1CC1)Nc1ccc2c(c1)[C@@H]1C[C@@H](CC(=O)N3CCc4ccccc4C3)O[C@@H](CO)[C@@H]1O2	10.5	4.5	-2.1	-7.8	4.5	15.6	-0.3	0.0
CC(C)OC(=O)CSc1nnc(COc2ccc([N+](=O)[O-])cc2)n1C	6.5	-1.8	·	-3.9	3.2	·	·	0.0
C[C@@H]1CCCCO[C@@H](CN(C)S(=O)(=O)c2cn(C)cn2)[C@@H](C)CN([C@@H](C)CO)C(=O)c2cc(NC(=O)CCC(F)(F)F)ccc2O1	-14.4	-11.1	3.6	3.4	·	3.9	-0.2	0.0
COC(=O)C[C@H]1C[C@@H]2c3cc(NC(=O)Nc4ccccc4)ccc3O[C@@H]2[C@@H](CO)O1	-12.7&-17.3	10.2&4.1	-13.1&-7.8	-15.1&-4.2	2.7	12.4&5.3	-0.1	0.3&0.0
CCCn1c(C(CO)Nc2nc(C)cs2)nc2ccccc21 (stereo not given)	-2.7	-1.7	-1.8	-13.0	0.9	-1.5	-0.2	0.0
CN1CCN(C(=O)C[C@H]2C[C@H]3c4cc(NC(=O)c5ccc6c(c5)OCO6)ccc4O[C@H]3[C@@H](CO)O2)CC1	-21.4	21.6	10.5	17.1	·	4.9	0.1	0.1
Nc1nc2ncc(C(=O)c3cc(F)ccc3O)cc2s1	19.3	-9.8	5.9	-65.6	5.6	1.9	7.0	0.6
CN(C)C(=O)c1cccc(-c2ccc3c(c2)[C@H]2[C@H](CCN2C(=O)c2cnccn2)[C@@H](CO)N3)c1	2.1	·	-3.6	·	1.8	-5.2	0.4	0.3
COc1ccc(NC(=O)Nc2nnc(CC(=O)Nc3ccccc3)s2)cc1	1.3	0.4	·	-9.2	-0.9	·	-1.6	0.1
O=C(COC(=O)c1ccc(Br)o1)NCc1cccs1	·	-0.2	3.3	-9.3	·	-0.2	·	·
CO[C@@H]1CN(C)C(=O)c2cc(NS(C)(=O)=O)ccc2OC[C@H](C)N(S(C)(=O)=O)C[C@H]1C	2.8	-5.5	1.1	4.3	0.7	4.9	-0.2	0.4
C[C@@H]1CN([C@H](C)CO)S(=O)(=O)c2ccc(C#C[C@@H](C)O)cc2O[C@H]1CN(C)CC1CCCC1	7.4	13.7	0.3	-34.9	14.9	-0.3	-0.1	-0.5
